Source: PubChem (National Center for Advancing Translational Sciences (NCATS))
AT treatment – potential ataxia-telangiectasia treatments restoring KAP-1 phosphorylation; […] A-T fibroblasts, KAP-1 phosphorylation AlphaLISA; neocarzinostatin DNA damage 30 min before lysis; Potency, µM (series often up to 57.5 µM), inactives show at the highest dose activation, usual class: activators; actives 0.19% (n = 320,000); further: potency means the concentration at half of the fitted maximal effect; % of control where 0% means no effect; nearly all actives have a fitted effect of over 45% in size
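hTERT-immortalized A-T patient fibroblasts ([…]), 500 cells/well in OPTI-MEM, 1% FBS, got compounds for 60 min, then NCS for 30 min at 37C. Lysates were then assayed for phospho-KAP-1 by AlphaLISA (anti-pKAP1 donor, anti-KAP1 acceptor beads), 6 hr at 25C.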
MLL CXXC-DNA inh – blocks binding of human MLL CXXC domain to DNA; Q03164; MLL-CXXC / FITC-HOXA9 DNA fluorescence polarization; Potency, µM (doses to about 115 µM), for inactives: at the highest dose activity change, negative = inhibition, hits mostly inhibitors; actives 0.037% (n = 290,000); AID 2662; active means well fitted inhibition curve with a large enough effect in the polarisation, with a control signal flat, not every such curve was filed as active; inconclusive means small, poorly fitted or top-dose-only effect, or effect the other way, or a change in a side signal; inactive means no such curve, though single readings can be large or run the other way; the % refers to the polarisation; further: potency means the concentration at half of the fitted maximal effect
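Purified MLL-CXXC (added from a 7 uM solution) was preincubated 5 min at ambient with pinned compounds in 50 mM Tris-HCl pH 7.5, 50 mM NaCl, 1 mM DTT, 0.05% BSA. Fluorescein-labeled HOX-A9 DNA (50 nM solution) followed, 30 min, then polarization read.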
TRPV1 agonist – human TRPV1 agonism. Q8NER1. TRPV1-expressing cells, Fluo-8 calcium influx, agonist mode. activation, % at 8.33 µM. actives 0.19% (n = 320,000). AID 540275; in the data active means activation above about 80%; inconclusive means between about 30% and that limit; further: 0% is about no effect
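TRPV1-expressing cells were cultured overnight at 35.5C and loaded with Fluo-8 calcium dye for 40 to 90 min at room temperature. After a 10 s baseline, compound was added and calcium influx was read kinetically for 3 min (ex 480/em 520 nm).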
TCR activator – T cell receptor activation; primary human leukocytes, anti-CD3, IL-2 HTRF, 48 h; Potency, µM (series often up to 9.22 µM), without a hit: at the top dose activation of IL-2 secretion, hits mostly activators; 330,000 tested, under 10 active; further: % of control where 0% means no effect
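Using a-CD3 beads without co-stimulation, primary human leukocytes were exposed to compounds for 48 hr. An HTRF IL-2 kit measured the cytokine, with europium-to-d2 energy transfer producing emission at 665nm upon 320nm excitation.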
ELG1 repair inh – blocks ELG1-dependent DNA repair in HEK293T cells. HEK293T ELG1-luciferase reporter, luminescence, 16 h; DNA damage induced by 5-fluorouridine. Potency, µM (doses to about 46.1 µM), inactives show at the highest dose activity change, negative = inhibition, most hits filed as inhibitors. actives 2.3% (n = 330,000); further: potency means the concentration at half of the fitted maximal effect; on the % scale 0 is the no-effect control and ±100 the full control effect; nearly all actives have a fitted effect of over 55% in size
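HEK293T cells expressing luciferase-tagged ELG1 (2,000/well) received 5-Fluorouridine plus compound or DMSO for 16 hr at 37 °C. Luciferase was read by ONE-Glo luminescence after 30 min at room temperature.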
BRCA1 expr up – BRCA1 expression activation. MCF7-BRCA1-FFLuc reporter, luminescence, 48 h; response scale: scaled: vehicle 0%, 10 µM genistein 100%. Potency, µM (highest dose often 46.1 µM), for inactives: at the highest dose activation, actives largely listed as activators. actives 1.1% (n = 380,000). AID 624202; further: potency means the concentration at half of the fitted maximal effect; nearly all actives have a fitted effect of over 80% in size; some results filed as inactive show a strong effect at the top dose
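Luminescence from a BRCA1-driven firefly luciferase in MCF7 cells was read after 48 h compound exposure at 37 C. Data normalized against DMSO and a 10microM genistein activation control, then curve-fitted across the titration.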
Integrin act MD – integrin-mediated muscular dystrophy alleviation activation; alpha7betagal myoblasts, beta-gal FDG fluorescence, 48 h; Potency, µM (series often up to 38.3 µM), for the others: top-dose activation, hits mostly activators; actives 0.064% (n = 350,000); AID 624291;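 further: potency means the concentration at half of the fitted maximal effect; 100% = response of the positive control SU9516; nearly all actives have a fitted effect of over 60% in size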
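Alpha7betagal+/- myoblasts (passage 13) were plated 16-24 hr, then exposed to compounds (1:260 dilution of DMSO stock) for 48 hours at 37C. After MPER lysis, β-galactosidase reporter activity was read as FDG fluorescence (ex 480/em 540) after 30 minutes.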
B2AR arrestin – recruits beta-arrestin to the human beta2-adrenergic receptor | beta-arrestin recruitment to beta2AR, cell-based reporter | Potency, µM (doses to about 46.1 µM), without a hit: top-dose activation, most hits filed as activators | actives 0.02% (n = 330,000);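 further: potency means the concentration at half of the fitted maximal effect; 0% = DMSO controls and full agonism = EC100 isoproterenol or metaproterenol; nearly all actives have a fitted effect of over 65% in size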
Target sequence (P07550 whole entry, looked up): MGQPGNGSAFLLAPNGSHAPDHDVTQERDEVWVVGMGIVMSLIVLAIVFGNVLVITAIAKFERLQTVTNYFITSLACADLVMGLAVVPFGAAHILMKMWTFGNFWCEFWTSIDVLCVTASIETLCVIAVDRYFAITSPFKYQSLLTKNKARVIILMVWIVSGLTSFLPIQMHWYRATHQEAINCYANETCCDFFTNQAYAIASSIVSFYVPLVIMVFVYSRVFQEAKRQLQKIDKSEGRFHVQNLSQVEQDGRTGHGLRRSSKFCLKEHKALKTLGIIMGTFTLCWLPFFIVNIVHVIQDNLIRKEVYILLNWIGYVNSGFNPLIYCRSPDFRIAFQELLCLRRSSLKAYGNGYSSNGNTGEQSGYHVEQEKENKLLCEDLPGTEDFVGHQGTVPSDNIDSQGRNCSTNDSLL
PTAP TSG101 blk – blocks PTAP/TSG101 interaction to inhibit HIV-1 budding; Fluorescence polarization, FITC-PTAP peptide / Tsg101 binding; 340,000 tested, under 10 active; Q99816; Potency, µM (highest dose often 115 µM), inactives show at the highest dose activity change, negative = inhibition, actives largely listed as inhibitors; active means well fitted inhibition curve with a large enough effect in the main read-out, with a control signal flat, not every such curve was filed as active; inconclusive means small, poorly fitted or top-dose-only effect, or effect the other way, or a change in a side signal; inactive means no such curve, though single readings can be large or run the other way; further: potency means the concentration at half of the fitted maximal effect; % of control where 0% means no effect
Target sequence (Q99816 whole entry, looked up): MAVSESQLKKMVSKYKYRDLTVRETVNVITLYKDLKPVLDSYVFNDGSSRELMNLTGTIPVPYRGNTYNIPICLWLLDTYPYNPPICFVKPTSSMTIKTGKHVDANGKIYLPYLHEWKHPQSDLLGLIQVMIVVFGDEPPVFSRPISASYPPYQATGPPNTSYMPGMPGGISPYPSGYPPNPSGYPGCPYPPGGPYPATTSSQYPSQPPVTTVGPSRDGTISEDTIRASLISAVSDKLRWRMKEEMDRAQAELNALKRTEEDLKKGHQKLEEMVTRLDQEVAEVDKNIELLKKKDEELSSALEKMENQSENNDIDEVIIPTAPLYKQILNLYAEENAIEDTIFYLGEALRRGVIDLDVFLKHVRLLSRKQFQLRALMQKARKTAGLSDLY
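Compounds were pin-transferred onto Tsg101 binding domain (10 uM final) in HEPES pH 7.5 buffer, then FITC-PTAP peptide was added at 50 nM final. After 20 min at RT, polarization reported peptide displacement across a qHTS concentration series.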
p53 reactivator – restores transcriptional activity of mutant p53. H1299 p53-A138V BP100-luciferase reporter, luminescence, 24 h. Potency, µM (doses to about 92.2 µM), for the others: at the highest dose activity change, positive = activation, hits mostly activators. actives 0.063% (n = 320,000); further: potency means the concentration at half of the fitted maximal effect; % of control where 0% means no effect; nearly all actives have a fitted effect of over 45% in size
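p53-null H1299 cells stably carrying temperature-sensitive p53-A138V and a BP100-luciferase reporter were pinned with compounds (4-point, 1:5 series) and held 24 hrs at 37 deg C. Luminescence was read 10 min after detection reagent.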
An asterisk follows results filed as active; ? = inconclusive; nt = no result given; [ ] = another dose, or the depositor's remark. Unless noted, the call rests on the fitted dose curve; in most records, active means well fitted curve in the direction sought with a large enough effect; inconclusive means small, poorly fitted or top-dose-only effect, or another doubt; inactive means no such curve, though single readings can be large; an effect the other way counts as inactive or inconclusive.

SMILES | AT treatment | MLL CXXC-DNA inh | TRPV1 agonist | TCR activator | ELG1 repair inh | BRCA1 expr up | Integrin act MD | B2AR arrestin | PTAP TSG101 blk | p53 reactivator
O=S(=O)(c1ccc(F)cc1)N1CCN=C1SCc1cccnc1 | 4% | -5% | 0 | 2% | -12% | 26% | -4% | -0.5% | -6% | -1%
Cc1cc(C)c2nc(N3CCCC(C(=O)N4CCN(c5ncccn5)CC4)C3)sc2c1 (stereo not given) | nt | 3% | 2 | 3% | ? | -31% | 21% | -0.7% | -1% | 7%
CCC(C)NC(=O)c1cn(CC)c2ccc(S(=O)(=O)N3CCCCCC3)cc2c1=O (stereo not given) | 8% | -5% | ? | -4% | 6.5µM* | -28% | 33% | -1.2% | -9% | -11%
CSCCC(NC(=O)COc1ccccc1)C(=O)N1CCCC(C)C1 (stereo not given) | 4% | 2% | 3 | 1% | 16% | 17% | 0% | 0.0% | -2% | 7%
Cc1ccc(S(=O)(=O)N2CCC(C(=O)N[C@@H](C)C(=O)NCc3ccccc3)CC2)cc1 | -11% | -16% | 1 | 4% | -14% | 2% | 1% | 0.2% | -11% | -1%
C=CCNCc1cc(=O)n2c(-c3ccccc3)csc2n1 | 13% | ? | -1 | 0% | 9% | -10% | -25% | -0.8% | -4% | -5%
Cc1cc[n+](CC(=O)c2ccc(NC(=O)c3ccccc3)cc2)c2ccccc12 | -1% | ? | -2 | 13% | ? | -45% | -2% | 0.0% | -3% | -1%
Cc1nc2c3ccccc3nc(SCC(=O)N3CC(C)CC(C)C3)n2n1 (stereo not given) | nt | 0% | 4 | -3% | -14% | 3% | 17% | -3.1% | -1% | -4%
Cc1cc(=O)[nH]c(SCc2cn3ccccc3n2)n1 | 0% | 5% | 1 | 2% | ? | 3% | -10% | 0.1% | -7% | 11%
CC(=O)Nc1ccc(NC(=O)COc2ccc(S(=O)(=O)NC(C)c3ccccc3)cc2)cc1 (stereo not given) | -1% | 2% | 2 | 3% | ? | -27% | ? | -0.3% | 0% | 4%
CCC(=O)Nc1ccc(C(=O)NNC(=O)COc2cccc(C)c2)cc1 | -3% | 14% | 19 | 1%[46.1 µM] | 5% | -20% | 8% | 0.2% | -2% | -4%
Cc1cc(C(=O)N2CCN(c3ccc([N+](=O)[O-])cc3)CC2)n[nH]1 | -8% | -7% | 1 | -7% | 1% | 7% | 41% | -0.1% | 0% | -3%
COc1ccc(CN(C)C(=O)COC(=O)c2ccc3c(c2)OCO3)cc1OC | nt | -2% | -4 | -2% | -17% | -1% | -1% | 0.3% | -8% | -6%
Cc1ccc(S(=O)(=O)N2CCOCC2)cc1NC(=O)CNC1CCCC1 | 4% | -6% | 0 | -1% | -9% | 0% | -21% | -0.1% | -11% | -2%
COCCCNC(=O)C1CCN(S(=O)(=O)c2ccc3nc4c(c(C(=O)O)c3c2)CCCCC4)CC1 | 2% | 21% | 0 | -9% | 9% | 4% | 28% | 0.1% | -1% | 6%
COc1ccccc1NC(=O)Nc1nc(C(C)(C)C)cs1 | -1% | -6% | 14 | 0% | -6% | 63% | 4% | 0.2% | -3% | -2%
Cc1ccc2cc(CCNC(=O)c3ccco3)c(=O)[nH]c2c1 | 2% | 0% | -3 | 10%[46.1 µM] | ? | 13µM* | 9% | 5.7% | -3% | ?
COc1ccc(NC(=O)CSc2nc3ncccc3[nH]2)cc1OC | 2% | -5% | -1 | 0% | ? | 17%[1.84 µM] | -13% | -0.3% | -8% | 7%
CCCNc1nc(OC(C(F)(F)F)C(F)(F)F)nc(OC(C(F)(F)F)C(F)(F)F)n1 | 5% | 2% | ? | -4% | -14% | -4% | -5% | -0.1% | 2% | 2%
COc1cc2nc(=S)n(CCCN3CCOCC3)c(N)c2cc1OC | -2% | -4% | 1 | -10% | 1% | 8% | -16% | -0.2% | -2% | 0%
Cc1cc(NC(=O)CC2Oc3ccccc3NC2=O)ccc1Br (stereo not given) | -3% | 6% | -1 | -5% | 3% | -33% | -2% | -0.5% | -2% | -4%
COc1ccc(S(=O)(=O)N2CCNC(=O)CC2)cc1 | -8% | 9% | -2 | -14% | 6% | -7% | -16% | -0.1% | 1% | 2%
COc1ccc(CNC(=O)C(c2ccco2)N(C(=O)c2snc(C(N)=O)c2N)c2cccc(OC)c2)cc1 (stereo not given) | -7% | 4% | 0 | 3% | -10% | -17% | 33% | -0.5% | -5% | -14%
CCCCn1c(N)c(N(CCOC)C(=O)COC(=O)C(C)Oc2ccc(Cl)cc2)c(=O)[nH]c1=O (stereo not given) | 1% | nt | -2 | 0% | 9% | -2% | 9% | -1.9% | -1% | 5%
COc1ccc(NC(=O)NCCCN2CCCCC2C)cc1 (stereo not given) | 2% | 1% | -1 | -3% | 7% | -2% | -7% | -0.6% | -3% | 4%
O=C(Nc1ccc2oc(-c3ccccc3Cl)nc2c1)c1ncn[nH]1 | 1% | 16% | -2 | -15% | ? | ? | -12% | -0.1% | -7% | ?
O=C(c1sccc1-n1cccc1)N1CCCC1 | nt | -4% | 6 | 4% | 12% | -2% | -14% | 0.2% | -4% | -3%
COc1cccc(/C=N/NC(=S)Nc2cccc(C(=O)O)c2)c1O | -3% | 3% | 0 | -4% | ? | -18% | 20% | -0.5% | -7% | -13%
Cc1[nH]n(-c2ccccc2)c(=O)c1/C=N/N1C(=O)c2ccc3c4c(ccc(c24)C1=O)CC3 | -7% | 2% | 0 | -3%[46.1 µM] | -1% | -26% | -7% | -0.7% | -6% | 8%
Nn1c(SCCOc2ccccc2)nnc1-c1cccnc1 | -4% | 7% | 0 | -1%[46.1 µM] | 10% | 37% | 31% | -0.5% | -2% | 15%

Profiles as entered above. Screens in order: AT treatment, MLL CXXC-DNA inh, TRPV1 agonist, TCR activator, ELG1 repair inh, BRCA1 expr up, Integrin act MD, B2AR arrestin, PTAP TSG101 blk, p53 reactivator
`O=C(Nc1ccc2oc(-c3ccccc3Cl)nc2c1)c1ncn[nH]1` is entered as 1%, 16%, -2, -15%, ?, ?, -12%, -0.1%, -7%, ?
`COc1ccc(NC(=O)CSc2nc3ncccc3[nH]2)cc1OC` is entered as 2%, -5%, -1, 0%, ?, 17%[1.84 µM], -13%, -0.3%, -8%, 7%

Remaining list, next part
SMILES | AT treatment | MLL CXXC-DNA inh | TRPV1 agonist | TCR activator | ELG1 repair inh | BRCA1 expr up | Integrin act MD | B2AR arrestin | PTAP TSG101 blk | p53 reactivator
CCOC(=O)C1CCCN(C(=O)c2ccc(S(=O)(=O)N3CCCC3)cc2)C1 (stereo not given) | -4% | nt | -1 | -4% | 14% | 5% | 1% | -0.2% | 0% | 2%
O=C(CC(CC(=O)c1ccccc1)C(=O)O)c1ccccc1 | 5% | -19% | 3 | -3% | 10% | -10% | 19% | -0.2% | -4% | 1%
C/C(=N/NC(=O)c1ccco1)c1ccc(Br)s1 | 1% | 10% | 16 | 1% | ? | 90% | 4% | -0.2% | -5% | 1%
O=C(NC1CCCCC1)C(c1ccc(Cl)cc1)N1CCC2(CC1)OCCO2 (stereo not given) | -2% | 1% | 11 | -4% | 0% | -15% | 3% | 0.1% | -4% | 8%
Nc1nc2n(n1)C(c1c(F)cccc1Cl)CC(c1ccc(F)cc1)N2 (stereo not given) | 1% | -4% | 0 | 3%[46.1 µM] | 3% | 1% | 13% | -0.4% | -2% | -10%
CC(C)(C)c1ccc(NC(=O)c2ccc(=O)[nH]n2)cc1 | -30% | ? | ? | 1% | ? | ? | ? | -0.7% | -2% | ?
Cc1ccc(SCC(=O)NC2CCS(=O)(=O)C2)cc1 (stereo not given) | 5% | 1% | 2 | -1% | 2% | 12% | 20% | -0.1% | -2% | 1%
O=C(Nc1cccc(C(F)(F)F)c1)C1=CC=CN2CCS(=O)(=O)N=C12 | 5% | nt | -1 | nt | 22% | -14% | 22% | -0.5% | -2% | 4%
O=c1c2cc(N3CCOCC3)ccc2[nH]c(=S)n1CCCN1CCN(c2ccccc2F)CC1 | -5% | 16% | -1 | nt | 6% | nt | nt | -0.3% | nt | -1%
CCOc1ccc(/C(O)=C2\C(=O)C(=O)N(c3cc(C)on3)C2c2ccccc2OC)cc1 (stereo not given) | nt | -6% | -3 | -4% | ? | 14% | -6% | -0.7% | -3% | 1%
CCC(=O)Nc1ccc(C(=O)N/N=C/c2ccc([N+](=O)[O-])cc2)cc1 | 0% | -1% | 19 | -40%[inhibitor][46.1 µM] | -10% | -12% | -7% | -0.2% | 0% | -11%
COc1ccc(OC)c(NC(=O)c2ccccc2N(C)S(=O)(=O)c2ccc(C)cc2)c1 | -1% | 2% | 5 | -4% | ? | -29% | -13% | 0.3% | 1% | -17%
CCCCC(=O)O[C@]1(C(=O)CO)CC[C@H]2[C@@H]3CCC4=CC(=O)CC[C@]4(C)[C@H]3[C@@H](O)C[C@@]21C | 5% | ? | 2 | 2% | ? | -2% | nt | -1.7% | -2% | -2%
